# NOD2 RIPK2 PPI = NOD2-RIPK2 protein interaction inhibition | O43353 | CHO BLA complementation NOD2-RIPK2, CCF4 ratio | inhibition, % at 4.98 µM | hit rate 0.38% among 360,000; in the data active = inhibition above about 21%;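 note: 0% = vehicle only and 100% = reference blocker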
# Target sequence (O43353 whole entry, looked up): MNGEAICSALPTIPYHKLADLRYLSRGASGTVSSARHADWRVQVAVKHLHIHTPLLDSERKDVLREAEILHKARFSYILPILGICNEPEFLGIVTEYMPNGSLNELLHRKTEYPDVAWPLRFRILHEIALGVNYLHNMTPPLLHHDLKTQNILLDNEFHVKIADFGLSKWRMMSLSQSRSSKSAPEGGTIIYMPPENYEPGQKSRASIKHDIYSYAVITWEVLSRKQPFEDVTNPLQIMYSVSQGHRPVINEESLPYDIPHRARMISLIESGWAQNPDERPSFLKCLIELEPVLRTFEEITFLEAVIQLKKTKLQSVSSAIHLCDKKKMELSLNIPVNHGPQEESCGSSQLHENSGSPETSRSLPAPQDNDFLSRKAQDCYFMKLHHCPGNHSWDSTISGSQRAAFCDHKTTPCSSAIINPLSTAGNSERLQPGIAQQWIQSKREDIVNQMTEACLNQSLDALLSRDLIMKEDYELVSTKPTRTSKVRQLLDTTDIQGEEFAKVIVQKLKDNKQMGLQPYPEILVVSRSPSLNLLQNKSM
# TROY signal inh = blocks TROY-dependent signaling in reporter cells. Q293 LMP1-TROYcd NF-kB luciferase reporter, 4 h. hit rate 0.98% among 360,000. inhibition, % at 10 µM;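 active = compounds whose plate-normalised and pattern-corrected inhibition of the luciferase reporter signal at the single screening dose is 50% or more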
# NR5A2 inv ag = suppresses constitutive activity of human LRH-1 | HEK293T StAR-luciferase reporter, LRH-1 transfected, 24 h | inhibition, % at 3.6 µM | hit rate 0.13% among 360,000 | AID 602396;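 active = inhibition above the mean inhibition of all tested compounds plus 3 SD, cut at about 73% in these data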;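 note: 0% = DMSO wells and 100% = reporter-only cells lacking LRH-1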
# TWEAK Fn14 block = inhibitors of TWEAK-Fn14 interaction signaling | hit rate 2% among 360,000 | inhibition, % at 10 µM | TWEAK-stimulated Fn14 reporter cells, luciferase luminescence, 8 h; in the data active = inhibition above about 50%
# Exocytosis inh = lytic granule exocytosis inhibition. hit rate 0.66% among 360,000. inhibition, % at 10 µM. TALL-104 LAMP-1 surface exposure, flow cytometry; cells stimulated with thapsigargin and PMA;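 active = inhibition above about 55%, limit read from the data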
# TLR9-MyD88 inh = inhibitors of human TLR9-MyD88 binding; Q9NR96+Q99836; CHO BLA complementation TLR9-MyD88, CCF4 FRET ratio; inhibition, % at 4.98 µM; hit rate 0.21% among 340,000; AID 504734;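 active = inhibition above the mean over all tested compounds plus 3 SD, cut at about 21% in these data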;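 note: 0% = DMSO only wells and 100% = clavulanate BLA inhibitor control wells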
# NCOA2 inhibitor = inhibits human steroid receptor coactivator 2; Q15596; HEK293 GAL4-SRC2 luciferase reporter, luminescence; inhibition, % at 9 µM; hit rate 0.17% among 370,000; AID 651957;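 active = inhibition above the mean inhibition of all tested compounds plus 3 SD, set per campaign, cut at about 52% in these data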;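 note: 0% = DMSO treated cells and 100% = cells given Gossypol at 36 µM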
# ABHD5-PLIN5 inh = blocks binding of human ABHD5 to perilipin-5; inhibition, % at 4 µM; hit rate 0.78% among 360,000; AID 602281; Split G. princeps luciferase complementation, luminescence, 4 h;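 active = inhibition above the mean inhibition across every tested compound plus 3 SD, cut at about 22% in these data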;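 note: 0% = DMSO only wells and the 100% control is not disclosed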
# SRC1 inh = inhibitors of human steroid receptor coactivator 1 (SRC1); Q15788; HEK293 GAL4-SRC1 luciferase reporter, luminescence; inhibition, % at 3.6 µM; hit rate 0.12% among 360,000;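 active = inhibition above the campaign mean plus 3 SD, with each screening campaign given its own cutoff, cut at about 60% in these data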;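 note: 0% = DMSO treated cells and 100% = gossypol at 36 µM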
# NR2F2 inh = NR2F2 (human) inhibition, primary screen. P24468. HEK293T NGFI-A luciferase reporter, luminescence. inhibition, % at 8.6 µM. hit rate 0.7% among 370,000. AID 686940;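 active = inhibition above a per-plate cutoff, mean inhibition of test wells between control levels plus 3 SD, cut at about 38% in these data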;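 note: cells cotransfected with COUP-TFII expression vector driving the NGFI-A reporter; 0% = median of COUP-TF2 test wells and 100% = reporter-only cells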
# Target sequence (P24468 whole entry, looked up): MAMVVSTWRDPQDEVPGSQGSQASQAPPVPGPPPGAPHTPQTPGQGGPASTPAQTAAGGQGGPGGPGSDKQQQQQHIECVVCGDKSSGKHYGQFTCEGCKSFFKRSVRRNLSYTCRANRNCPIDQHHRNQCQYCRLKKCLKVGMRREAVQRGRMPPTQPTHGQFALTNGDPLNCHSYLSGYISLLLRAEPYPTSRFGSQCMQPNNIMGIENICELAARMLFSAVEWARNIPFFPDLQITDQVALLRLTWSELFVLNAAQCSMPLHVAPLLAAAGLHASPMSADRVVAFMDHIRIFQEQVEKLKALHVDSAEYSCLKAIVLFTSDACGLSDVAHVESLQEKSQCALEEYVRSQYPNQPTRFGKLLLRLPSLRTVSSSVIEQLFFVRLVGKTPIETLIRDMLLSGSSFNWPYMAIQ
# NCOA3 inh = inhibits human SRC3 coactivator; AID 588352; hit rate 0.17% among 360,000; HEK293 GAL4-SRC3 luciferase reporter, luminescence; inhibition, % at 3.6 µM; Q9Y6Q9;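 active = inhibition above a per-campaign cutoff, the mean of all compounds plus 3 SD, cut at about 60% in these data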;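 note: 0% = DMSO-treated cells and 100% = gossypol-treated cells at 36 µM; higher means less SRC3-driven luciferase light from the GAL4 reporter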
# The depositor's hits bear a star; . = not tested or not shown.
# Results follow in this order: NOD2 RIPK2 PPI	TROY signal inh	NR5A2 inv ag	TWEAK Fn14 block	Exocytosis inh	TLR9-MyD88 inh	NCOA2 inhibitor	ABHD5-PLIN5 inh	SRC1 inh	NR2F2 inh	NCOA3 inh
COc1ccc(CN(C(=O)CN2C(=O)COc3ccccc32)C2CCCC2)c(OC)c1
 : -10	-5	-28	-25	2	0	8	3	1	17	16
CC1(C)c2ccccc2N2CC(=O)NC21/C=C/c1ccco1 (stereo unspecified)
 : -5	-13	-10	8	3	-1	-16	27*	-16	13	-17
N#Cc1nc(COc2ccccc2Cl)oc1NCc1ccco1
 : -2	-11	6	-12	56*	-2	-11	4	1	11	-10
Cc1cc(N/C=C/C(=O)c2cccs2)ccc1F
 : 6	-30	-97	-1	-4	-4	-14	-7	-104	-28	-93
O=C1N/C(=C/c2ccc(N3CCOCC3)cc2)C(=O)N1Cc1ccc(F)cc1
 : -4	3	11	-3	4	-5	10	-6	6	-9	-30
CC1CCN(C(=S)NC(=O)c2ccco2)CC1
 : 3	13	20	27	0	6	31	2	-26	-22	11
C#CCOc1c(Br)cc(/C=C2/C(=O)ON=C2C)cc1OCC
 : 9	-3	-3	5	-1	5	-2	-8	0	0	5
CC(=O)NC(C)(c1ccccc1)c1nc(-c2ccc(N(C)C)cc2)cs1 (stereo unspecified)
 : -9	-13	-15	0	4	.	3	3	6	9	2
Cc1nnc(Nc2ccc(Cl)cc2)s1
 : 8	2	2	3	4	-9	0	-12	-4	22	0
CCCc1ccc(-c2cc(NC(=O)CSc3n[nH]c(N)n3)n(-c3ccccc3)n2)cc1
 : 2	-29	-68	-2	11	10	-39	-1	-61	-19	-24
O=C1CN2C(=Nc3ccc(Cl)cc3C2c2ccccc2)CN1 (stereo unspecified)
 : -8	-7	-1	0	-3	1	-3	0	8	17	11
CC(=O)Nc1ccccc1C(=O)C(=O)Nc1ccc(F)cc1
 : 2	15	-35	2	-1	5	-4	3	-25	-23	-13
CCOC(=O)c1ccc(NC(=O)CN2C(=O)C(C)SC(C)C2=O)cc1 (stereo unspecified)
 : -4	-20	-12	-4	1	2	-10	0	-46	-5	13
Cc1cc(F)ccc1S(=O)(=O)Nc1ccccc1C(=O)NC1CCN(Cc2ccccc2)CC1
 : -3	34	0	17	0	-5	20	-1	10	3	-2
COc1ccccc1C1N(c2cc(Cl)ccc2OC)C(=O)C2CCCN21 (stereo unspecified)
 : 6	-5	2	8	-2	5	-13	6	-7	-25	11
O=c1c2ccccc2oc2nc(C3CCCCC3)n(Cc3ccco3)c(=O)c12
 : 10	14	-21	11	0	4	-14	-4	13	9	8
CC(=O)Nc1cccc(Nc2cc(C)nn2C)c1
 : -4	11	10	-16	-2	.	-16	-4	-13	9	15
CC(=O)Nc1cc(-c2ccccc2N(C)C)cn2c(-c3ccc(S(C)(=O)=O)cc3)cnc12
 : 10	1	49	-1	-2	.	9	8	1	12	14
Cc1cccc(C2=NN(c3ccc(Br)cc3)[C@@H](C(=O)N3CCOC3=O)[C@@H]2c2ccccc2)c1
 : 8	-7	29	8	1	-10	.	0	12	.	7
CC1(C)CC2(CC(C)(C(=O)CSc3nc4ccccc4s3)OC2=O)C(=O)O1 (stereo unspecified)
 : -26	10	-3	-1	2	-13	8	-6	-23	7	-5
CCc1ccc(CN/C=C/C(=O)c2ccc(Br)cc2)cc1
 : 6	-45	-21	-25	0	-6	9	-14	-48	7	-28
COc1cccc(/C=N/NC(=O)c2cc3c(OC)cccc3[nH]2)c1OC
 : -6	20	-5	44	1	-2	12	-6	5	-17	0
COCCNc1nc(NCc2cnc(C)cn2)c2sccc2n1
 : -3	11	-6	-5	-8	.	-9	2	4	-5	4
NNC(=O)c1nc(-c2cccc(-n3cccc3)c2)no1
 : 8	6	10	-15	-1	-10	7	-7	6	-18	19
N#C/C(=C\c1cc([N+](=O)[O-])c(N2CCCCC2)cc1N1CCCCC1)c1nn(-c2ccccc2)c(N)c1C#N
 : 3	-7	1	-5	-2	-2	-2	0	-27	1	-10
COCC1CCN(C(=O)c2cc(COc3ccc4c(c3)CCCC4)on2)C1 (stereo unspecified)
 : -31	-22	-10	10	-6	-4	4	2	-2	-8	2
O=C(CN1C(=O)C2C3C=CC(C3)C2C1=O)Nc1ccc(C(=O)O)cc1 (stereo unspecified)
 : 2	9	-14	-7	-3	0	-10	-3	-20	-13	-35
CCn1c(Oc2ccccc2C)nc2c1c(=O)n(C)c(=O)n2C
 : 8	23	0	48	-6	8	49	1	43	29	37
O=C(COC(=O)c1cc(S(=O)(=O)N2CCOCC2)ccc1F)NC1CCCCC1
 : 6	17	10	0	-1	4	-5	-6	3	-18	-7
Cc1cc(C)c(NC(=S)NCCCSC2CCCCC2)c(C)c1
 : -8	8	-14	-43	-1	12	-3	-11	-9	15	-1
CC(C(=O)NC1CCCCC1)N(Cc1ccccc1)C(=O)c1snc(C(N)=O)c1N (stereo unspecified)
 : -5	13	0	6	-1	-6	10	1	-14	8	-15
N#Cc1ccc(CCc2ccccc2)[nH]c1=O
 : -9	-1	9	5	-6	6	14	-6	13	-6	20
C(=N\c1nccs1)/c1cccnc1
 : 6	-14	-4	5	3	-4	7	-6	2	2	13
Cc1ccc(-n2c(SCC(=O)Nc3ccc4cn[nH]c4c3)nnc2-c2ccco2)cc1
 : -7	-15	3	-15	33	6	2	10	-51	7	26
CC(CC(F)(F)F)N1CCC(n2nccc2NC(=O)CCCc2ccccc2)CC1 (stereo unspecified)
 : -2	17	-5	-2	1	-12	-30	1	-2	7	-33
[N-]=[N+]=NC[C@H](Cc1ccccc1)N1CCN(Cc2ccccc2)CCC1=O
 : 2	-14	6	16	14	-13	13	4	-2	19	15
Cc1ccc(S(=O)(=O)c2c(N)n(/N=C/c3ccco3)c3nc4ccccc4nc23)cc1
 : -4	30	-17	10	4	-4	12	13	-1	-7	15
COc1ccc(NC(=O)C2CCCN(c3nc(C)cc(C)n3)C2)cc1 (stereo unspecified)
 : -3	5	0	13	1	8	3	4	0	11	15
CC1C(=O)NN=C1C(=O)N/N=C/c1cccs1 (stereo unspecified)
 : -6	-14	-85	-8	-2	-4	3	5	-45	-29	-36
CCOC(=O)C1CCCN(C(=O)C2CC(=O)N(c3ccc(C)cc3)C2)C1 (stereo unspecified)
 : 4	8	10	-1	9	-5	-20	3	-2	-7	17
COc1ccc(-n2cnnc2SCc2cnc(-c3ccccc3)s2)cc1
 : -8	-17	5	1	0	-10	-22	6	-6	-6	-7
O=S(=O)(c1ccccc1F)N1CCCc2ccccc21
 : 8	-19	0	17	8	0	9	-9	-2	23	-5
CC1(CCc2ccccc2)NC(=O)N(CC(=O)N2CCCCCC2)C1=O (stereo unspecified)
 : -5	-13	-10	5	-2	2	10	5	1	-7	-24
COc1cccc(OC)c1OC(=O)C1CC(=O)N(c2ccc3c(c2)OCCO3)C1 (stereo unspecified)
 : -2	16	-8	68*	-8	-9	8	-6	8	2	10
COc1cccc(-c2cnc3c(NC=O)cc(-c4cccc(C(=O)N(C)C)c4)cn23)c1
 : -9	-16	-11	1	8	.	26	13	1	1	-7
Cc1ccc(C(NC(=O)N2CCN(C)CC2)C(Cl)Cl)cc1F (stereo unspecified)
 : -9	14	5	-7	1	6	25	-7	10	-2	22
COc1ccc(N2CCN(C(=O)CN(c3ccccc3)S(=O)(=O)c3ccc(OC)cc3)CC2)cc1
 : 1	14	-22	-10	17	0	3	-10	2	1	7
COc1ccc(N)c2c1OCCC2=O
 : 6	5	12	1	0	-4	13	-4	3	4	1
CCOC(=O)c1cnc(SCC(=O)c2ccc(C)cc2)nc1N
 : -6	.	5	19	-3	-7	-7	-1	-8	0	-17
CCCCOc1cccc(-c2cc(C(=O)NNC(=S)NCC)c3ccccc3n2)c1
 : 1	-18	3	-19	4	-1	-14	-7	-49	-15	-5

# (further entries)
# Results follow in this order: NOD2 RIPK2 PPI	TROY signal inh	NR5A2 inv ag	TWEAK Fn14 block	Exocytosis inh	TLR9-MyD88 inh	NCOA2 inhibitor	ABHD5-PLIN5 inh	SRC1 inh	NR2F2 inh	NCOA3 inh
COc1ccc(N(CC(=O)NCc2ccc(Cl)cc2)S(=O)(=O)c2ccccc2[N+](=O)[O-])c(OC)c1
 : -6	1	-6	12	2	-6	-4	1	-63	-3	18
O=C(Nc1c2c(nn1-c1ccc(F)cc1)CS(=O)C2)C12CC3CC(CC(C3)C1)C2 (stereo unspecified)
 : -10	-5	-15	-8	-2	-2	3	-5	-7	6	2
Cc1ccc(-n2c(SCC(=O)N/N=C/c3ccccc3OCC(=O)O)nc3ccccc3c2=O)cc1
 : -4	-2	16	3	4	-15	-6	-3	0	6	9
COc1ccc(C2(CCN)CC(C)N(C)CC2C)cc1 (stereo unspecified)
 : -2	15	-4	-3	1	-3	-8	-4	-56	11	23
COC(=O)c1ccc(NC(=O)CC2C(=O)N(c3ccc(C)cc3)C(=O)N2CC(C)C)cc1 (stereo unspecified)
 : -12	-22	9	-3	0	4	-30	-10	12	7	-13
O=C(Nc1ccc(Oc2cccnc2)cc1)c1ccccc1Cl
 : -4	-9	-2	-8	-3	1	7	-5	2	-1	-6
S=c1[nH]nc(Nc2ccc(Cl)cc2)s1
 : -2	30	-34	-12	-2	-4	4	-10	-20	-16	-3
CC1=C([N+](=O)[O-])C(c2ccccc2)NC(=O)N1 (stereo unspecified)
 : -7	-9	-12	0	4	-2	5	0	4	-4	5
COc1ccc(CCNC(=O)c2ccc(CS(=O)(=O)c3ccc(Br)cc3)o2)cc1OC
 : 0	40	24	22	2	-2	13	6	-13	37	8
O=C(c1cc(-c2ccccc2)n[nH]1)N1CCN(S(=O)(=O)c2ccccc2)CC1
 : -7	-13	-16	-13	-3	2	15	-4	-16	14	-1
CNC(C)C#Cc1ccc2c(=O)c3ccccc3oc2c1 (stereo unspecified)
 : 6	-44	-107	-15	8	-7	-11	10	-51	-54	-86
CC1CN(C(=O)c2cc(S(=O)(=O)N3CCCC3)ccc2Cl)CC(C)O1 (stereo unspecified)
 : 1	18	12	-7	2	-5	-13	2	-14	20	10
O=Cc1ccc(-c2ccc(F)cc2)o1
 : 0	6	-22	-3	2	3	-7	-2	-11	5	-6
O=C(c1ccc(Cl)c(Cl)c1)N1CCC(=O)N(C(COCc2cccc(C(F)(F)F)c2)Cc2ccccc2)CC1 (stereo unspecified)
 : -13	-9	9	-8	0	-5	6	2	-4	0	16
CCC1CCCCN1CCNC(=O)CNS(=O)(=O)c1ccc2nc(C)sc2c1 (stereo unspecified)
 : 2	-6	-10	6	-1	1	8	4	5	9	16
COc1cccc(NC(=O)CNC(C)CCC(C)C)c1 (stereo unspecified)
 : -22	.	16	41	0	-1	-9	12	-18	-3	4
COc1ccc(C=C2NC(=S)NC2=O)cc1
 : -7	-7	-3	-10	-3	3	3	-6	5	6	-13
CN(C)S(=O)(=O)c1ccc(C(=O)OCC(=O)Nc2ccccc2OC(F)F)cc1
 : -4	15	-10	14	2	-2	-14	-5	5	-6	12
CCCN1CCN(CC(=O)Nc2nc3ccccc3s2)CC1
 : 0	-13	9	0	0	6	-52	0	-21	-1	-1

# Compound activity: PubChem BioAssay, several laboratories

# Not all compounds are listed; count on the stated rates, not on these rows.
